Screening results as filed in PubChem.
MmCpn inh – Inhibitors of TCP-1 ring complex (TRiC) of Methanococcus maripaludis (MmCpn): qHTS | Chaperonin Mm-Cpn (Methanococcus maripaludis) | purified Mm-Cpn ATPase, ADP Transcreener TR-FRET | Potency, µM (top dose mostly 76.9 µM), inactives show at the top dose activity, negative = inhibition, hits mostly inhibitors | 330,000 compounds, 0.031% hits | AID 504842, 2011; also: potency is read from the fitted curve at half-maximal effect; % is scaled to controls: 0 for no effect and ±100 for the full control effect; nearly all actives have a fitted effect of over 80% in size
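ATPase turnover read by TR-FRET ADP competition (Eu cryptate antibody/ADP-d2, 665/590 nm): 10uM ATP final, 25nM Mm-CPN final, 30 min 37degC after 10-min compound preincubation, pH 7.4 Tris/KCl/MgCl2/DTT buffer.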
A549 tox – Nrf2 qHTS screen for inhibitors: counterscreen for cytotoxicity; AID 504648, 2011; Potency, µM (highest dose often 46 µM), for the others: top-dose activity change, negative = cytotoxicity, hits mostly inhibitors; A549 ARE-Fluc cells, CellTiter-Fluor viability, 18-24 h; 390,000 compounds, 0.16% hits; also: potency is read from the fitted curve at half-maximal effect; % is scaled to controls: 0 for no effect and ±100 for the full control effect
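A549 ARE-Fluc cells in 5% FBS OPTI-MEM, 5000 cells/well, rested 2 h then exposed to compounds in concentration-response for 18-24 h at 37 °C. Viability by CellTiter-Fluor fluorescence (Ex 405/Em 525) after 30 min; luciferase luminescence (BugLite, 15 min, RT) read afterwards.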
ATXN viability – Viability Counterscreen for Primary qHTS for Inhibitors of ATXN expression; S2 cells (HEK-293 line with an ATXN2-luciferase reporter) viability, CellTiter-Fluor protease fluorescence, 24 h; Potency, µM (titrated, usually from 56.7 µM), actives largely listed as cytotoxic; 400,000 compounds, 0.49% hits; AID 651635, 2014; also: potency is read from the fitted curve at half-maximal effect; nearly all actives have a fitted effect of over 40% in size
pAkt inh – HTS Assay for Inhibitors of Akt Phophorylation: Primary Screen. Neuro2A IGF-stimulated pAkt S473 HTRF, 20 min; stronger effect = lower value. activity change, % for hits at 50 µM. 360,000 compounds, 0.32% hits. AID 651550, 2012; in the data active = activity change below about -80%; inconclusive = mostly about -51% to -80%; also: % is scaled to controls: 0 for no effect and ±100 for the full control effect
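Neuro2A cells (4,500/well, DMEM with 0.5% FBS) were treated with compound at a single 50 µM final concentration, stimulated with 6 nM IGF for 20 min at 37 °C, and lysed. Phospho-Akt Ser473 was read by HTRF as 665/615 ratio ×10^4.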
CCT chaperon mod – High-Throughput Screening for Modulators of Cytosolic Chaperonin Activity. 360,000 compounds, 0.3% hits. purified chaperonin ATPase assay, HTRF ADP detection, 30 min. AID 651819, 2012. activity change, % (no concentration beside the values), hits read low; in the data active = activity change below about -30%; also: % is scaled to controls: 0 for no effect and ±100 for the full control effect
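Enzyme 40 or 20 nM (batch-dependent) in Tris pH 7.4/KCl/MgCl2/DTT; cpd 76 uM single point; ATP 10 uM; 30 min 37 °C; Transcreener ADP HTRF detection, 30 min RT; ratio 665/615.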
HepG2 viability – qHTS for Inhibitors of TGF-b: Cytotox Counterscreen. Potency, µM (doses to about 46.1 µM), for inactives: at the highest dose activity change, negative = cytotoxicity, usual class: cytotoxic. 410,000 compounds, 0.76% hits. HepG2 CAGA-GFP viability, ATP luminescence, 18 h; also: potency is read from the fitted curve at half-maximal effect; some results filed as inactive show a strong effect at the top dose
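CellTiter-Glo luminescence gave cytotoxicity after 18 hours at 37 degrees C. The cells were HepG2 CAGA-GFP in 1% FBS DMEM, stimulated with 500 pg/mL TGF-beta after compound addition. %Activity was normalised to no-cell wells (complete cell-killing) and DMSO (no toxicity), and curves were fitted and classified.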
TGFb SMAD3 inh – qHTS for Inhibitors of TGF-b | Potency, µM (titrated, usually from 46.1 µM), for the others: at the highest dose activity, negative = inhibition, most hits filed as inhibitors | HepG2 CAGA-GFP TGF-b/SMAD3 reporter, GFP fluorescence, 18 h; TGF-beta stimulated, 500 pg/mL final | 410,000 compounds, 1.2% hits; also: potency is read from the fitted curve at half-maximal effect; % is scaled to controls: 0 for no effect and ±100 for the full control effect; nearly all actives have a fitted effect of over 65% in size
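Inhibition of TGF-beta-driven CAGA-GFP reporter expression in HEPG2 cells is measured by cellular GFP fluorescence after 18 h stimulation with 500 pg/mL recombinant TGF-beta in 1% FBS medium at 37 degrees C.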
Nrf2 ARE act – qHTS of Nrf2 Activators. 410,000 compounds, 0.31% hits. AREc32 ARE-luciferase reporter (MCF7-derived line), luminescence, 24 h. Potency, µM (series often up to 46.1 µM), for the others: top-dose activation, hits mostly activators. AID 624171, 2012; also: potency is read from the fitted curve at half-maximal effect; % of control where 0% means no effect; nearly all actives have a fitted effect of over 65% in size
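AREc32 cells carrying an ARE-driven firefly luciferase reporter were seeded at 1000 cells/well in OPTI-MEM with 5% FBS, then exposed to compound for 24 hr at 37 deg C. Luminescence was read with Steady-Glo after 30 min at RT.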
Nrf2 inh – Nrf2 qHTS screen for inhibitors. A549 ARE-Fluc reporter, luciferase luminescence, 18-24 h. Potency, µM (highest dose often 46 µM), inactives show at the highest dose activity change, negative = inhibition, actives largely listed as inhibitors. 360,000 compounds, 2.1% hits. AID 504444, 2011; also: potency is read from the fitted curve at half-maximal effect; % is scaled to controls: 0 for no effect and ±100 for the full control effect; nearly all actives have a fitted effect of over 60% in size
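Reporter: ARE-Fluc in A549. Exposure: 18-24 h, 37 °C, 5% CO2, 5% FBS OPTI-MEM. Readouts: fluorescent cytotoxicity (CellTiter-Fluor), then luminescent Nrf2 signal after BugLite.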
* marks the source's active call; other numbers are inactive results; i = inactive; ? = inconclusive; nt = not tested or not shown; [ ] = another dose, or the depositor's remark. Unless noted, calls follow the shape of the dose curve; as a rule, active = well fitted curve in the direction sought with a large enough effect; inconclusive = small, poorly fitted or top-dose-only effect, or another doubt; inactive = no such curve, though single readings can be large; an effect the other way counts as inactive or inconclusive.

The line under a structure holds: pAkt inh | ATXN viability | CCT chaperon mod | TGFb SMAD3 inh | Nrf2 inh | A549 tox | Nrf2 ARE act | MmCpn inh | HepG2 viability
> CCOc1ccccc1CNC(=O)C1CCN(Cc2cc3ccccc3n2Cc2ccccc2)CC1
  nt | i | nt | -0.3% | nt | -6.0% | 4.9% | nt | -3.4%
> Cc1ccc2nc(SCC(=O)c3ccc4c(c3)OCO4)[nH]c2c1
  i | i | 1.0 | -30.0% | 0.1% | -5.2% | 2.7% | -1.5% | 2.8%
> O=C(CCc1nnc(-c2ccsc2)o1)N1CCCCC1CCn1ccnc1 (centres undefined)
  i | i | -2.4 | -11.9% | 23.1% | 1.2% | 0.3% | -1.1% | -19.8%
> CCc1ccc(-n2c(=O)c3sc4ccccc4c3n(CC(=O)N(CC)Cc3ccccc3)c2=O)cc1
  nt | ? | nt | -3.0% | 8.3% | -4.1% | -1.4% | nt | 2.1%
> O=C(Nc1ccncc1)C1CCN(S(=O)(=O)c2cccs2)CC1
  i | ? | -1.4 | -16.2% | -15.3% | 1.0% | 0.2% | 1.2% | -20.9%
> Cc1noc(C)c1CSCC(=O)N(CC(C)C)c1c(N)n(Cc2ccccc2)c(=O)[nH]c1=O
  i | i | -0.3 | ? | -6.5% | 0.0% | 0.0% | -4.3% | 0.3%
> O=C(O)CC1Sc2nc3ccccc3n2C1=O (centres undefined)
  i | i | -1.4 | 7.2% | 2.8% | -16.5% | -0.5% | -1.0% | 18.5%
> O=C(NC1CCCCC1)c1ccc([N+](=O)[O-])cc1
  i | ? | -2.5 | 3.7% | 24.8% | 3.2% | 0.7% | nt | 5.6%
> Cc1cccc(C)c1N1C(=O)C(Cl)=C(N2CCCC2)C1=O
  i | i | 0.5 | 1.9% | 3.6% | -10.8% | -1.4% | 0.4% | 17.8%
> CCC(C)N(C(=O)CSc1nc(-c2ccccc2)cs1)C1CCS(=O)(=O)C1 (centres undefined)
  i | i | 3.1 | 3.0% | -5.6% | 1.2% | 0.1% | -0.5% | 2.5%
> CCOC(=O)N1CCC(Nc2c(NCCCN(C)Cc3ccccc3)c(=O)c2=O)CC1
  i | i | 0.5 | 4.1% | 10.7% | 0.4% | 0.1% | ? | 2.8%
> CSc1ccccc1OCc1cc(C(=O)N2CCN(C)C(c3ccccc3)C2)no1 (centres undefined)
  i | i | -0.1 | -0.1% | 12.9% | 0.0% | 0.1% | nt | -21.7%
> COc1ccc(-c2ccc3c(c2)S(=O)(=O)c2cccc(C(=O)N4CCN(c5ccccn5)CC4)c2C3=O)cc1OC
  i | i | -31.9* | 20.0% | nt | nt | 0.0% | nt | 2.6%
> CCCn1nnc(NC(=O)c2ccc3c(c2)OCO3)n1
  i | i | -0.3 | 10.4% | ? | -4.9% | 0.0% | 1.8% | -14.0%
> Cc1ccc2oc(C(=O)N(Cc3cccc(F)c3)C3CCS(=O)(=O)C3)c(C)c2c1 (centres undefined)
  nt | nt | nt | ? | ? | -12.7% | 5.0% | nt | -23.0%
> CN(Cc1ccccc1)C(=O)COC(=O)/C=C/c1ccc2c(c1)OCO2
  i | i | 1.0 | -12.7% | -12.4% | -6.1% | 13.0% | -0.6% | -20.2%
> Cc1cc(C)n(-c2ccc(C(=O)OC(C)C)cc2)n1
  i | i | -14.4 | 4.0% | -11.9% | 4.9% | 2.7% | 1.1% | -16.6%
> O=C/C(=C\Nc1ccccn1)c1nc2cc(Cl)ccc2o1
  i | i | -1.3 | 5.0% | 26.0% | 3.3% | 22.9% | 1.5% | -25.7%
> Cc1ccc(-c2nc3c(cnn3-c3ccccc3)c(=O)o2)cc1
  i | i | -4.3 | 3.6% | 7.8% | 0.0% | 0.0% | 0.9% | 4.2%
> COc1cccc(C2CC(=O)N3CN(C4CCCCC4)CSC3=C2C#N)c1 (centres undefined)
  nt | ? | nt | -1.4% | 8.7% | 1.9% | -0.4% | nt | -23.9%
> Cc1ccc(N(C(=O)c2ccncc2)C2C=CS(=O)(=O)C2)cc1 (centres undefined)
  i | i | -2.3 | -6.7% | 6.3% | 0.2% | 0.5% | 0.5% | 3.1%
> CCOc1ccc(S(=O)(=O)Nc2ccc(C(=O)N/N=C(\C)c3ccc(-n4ccnc4)cc3)cc2)cc1
  i | i | 1.5 | -17.5% | -1.8% | 0.6% | 5.2% | 2.5% | -26.4%
> O=C(COC(=O)Cn1cc(C(F)(F)F)ccc1=O)NCc1ccccc1
  i | i | 0.9 | -13.1% | 4.6% | 8.1% | -1.0% | -0.6% | 2.4%
> CCC(=O)Nc1nc2ccccc2n1Cc1ccc(Cl)cc1
  i | ? | -2.1 | ? | 20.6µM* | -6.9% | -2.0% | ? | -3.2%
> CCOc1ccccc1N1CCN(C(=S)NCc2ccccc2)CC1
  i | i | 2.5 | 1.9% | -25.0% | -0.6% | -0.6% | 4.1% | -8.7%
> CN1OC[C@@H]2CN(Cc3cc(Cl)cc(Cl)c3)[C@H](c3cccc(-c4ccc(C#N)cc4)c3)C[C@@H]21
  i | ? | 1.2 | -3.3% | nt | nt | -0.2% | nt | -22.9%
> CNS(=O)(=O)c1ccc2ccccc2c1
  i | i | -0.2 | -2.1% | -5.1% | 4.1% | 0.3% | 1.3% | 5.9%
> CCOc1ccc(-c2cncc3nccn23)cc1
  i | i | -1.4 | 3.1% | nt | nt | 1.0% | nt | -0.6%
> COC(=O)c1sccc1-n1cccc1C(=O)C(=O)N1CCOCC1
  i | i | -1.6 | 0.5% | 11.0% | 12.4% | -0.4% | -1.1% | 1.6%
> CSc1cccc(N2CC(C(=O)N3CCN(S(=O)(=O)c4ccccc4Cl)CC3)CC2=O)c1 (centres undefined)
  i | i | -1.3 | ? | ? | -1.8% | 3.4% | -3.7% | -25.1%
> O=C(Nc1ccccc1-c1nc2ccccc2s1)c1cccnc1
  i | i | 1.4 | 38.4%[activator] | -6.7% | 0.0% | -0.7% | -2.1% | -1.4%
> Cc1cc(C(F)(F)F)n(-c2nc(C(=O)O)cs2)n1
  i | i | -0.3 | 6.4% | -12.0% | 2.7% | 2.1% | -0.4% | -2.3%
> COc1ccc(N(CC(=O)NCCSCc2ccco2)S(=O)(=O)c2ccccc2)cc1OC
  i | i | 1.0 | -2.8% | 14.6% | -0.4% | 2.0% | -0.6% | 17.1%
> Cc1ccc(CNC(=O)C(=O)NCC(c2ccco2)S(=O)(=O)c2ccccc2)cc1 (centres undefined)
  nt | nt | nt | 0.0% | nt | 9.0% | -0.3% | nt | -31.8%
> Cc1ccc(CCNc2nc3c(S(=O)(=O)c4ccc(C)cc4)nnn3c3ccsc23)cc1
  nt | nt | nt | 6.0% | ? | -1.0% | -0.5% | nt | -1.5%
> Cc1c(NC(=O)CSc2ccccn2)c(=O)n(-c2ccccc2)n1C
  i | i | -0.8 | 11.0% | 10.8% | 3.4% | 0.1% | 0.3% | -4.3%
> CNc1nc(NCCCN2CCCC2=O)c2sccc2n1
  i | i | -0.3 | ? | nt | nt | 2.7% | nt | -12.9%
> Cc1nnc(NC(=O)CSc2nccn2-c2cccc(C)c2C)s1
  i | i | -3.8 | ? | ? | -8.4% | -0.8% | 1.3% | -20.3%
> CCOC(=O)c1cnc2c(cnn2C)c1NCc1ccc(OC)cc1
  i | i | 0.8 | 4.4% | -12.8% | 0.1% | -0.2% | -1.1% | -4.5%
> Cc1cccc2sc(NC(=O)CN3C(=O)c4ccccc4C3=O)nc12
  i | i | -4.4 | -16.3% | 5.8% | 3.2% | -0.5% | 0.0% | -19.5%
> O=c1c2ccccc2nc(SCc2cc([N+](=O)[O-])cc3c2OCOC3)n1-c1ccccc1
  i | i | -2.1 | 4.9% | 11.3% | 2.9% | 0.0% | -8.5% | 1.5%
> COc1ccc(CCNC(=O)C2CCC(CNS(=O)(=O)c3ccc(F)cc3)CC2)cc1OC (centres undefined)
  i | i | 1.4 | 14.0% | -14.8% | 8.6% | 0.2% | -0.7% | -13.4%
> CCO[C@@H]1OC(C(=O)NC2CC2)=C[C@H](C(C)(C)C)[C@H]1CCCO
  i | i | -2.1 | 8.8% | -4.4% | -2.0% | 0.2% | 1.1% | -4.2%
> CCn1c(=O)c(C(=O)NCc2ccc(Cl)cc2)c(O)c2ccccc21
  i | ? | -0.7 | 25.6% | 16.5% | -0.3% | 0.1% | -0.5% | 3.4%
> COc1ccc(-c2nc3ccc(Cl)cn3c2Cc2ccsc2)cc1OC
  i | ? | -1.4 | ? | nt | nt | 8.2% | nt | -30.2%
> Cc1ccccc1OCC(=O)NNC(=O)Cn1[nH]c(=O)c2ccccc2c1=O
  i | i | -3.8 | 7.9% | -30.4% | 1.1% | -0.3% | 0.5% | -3.1%
> Cc1nc(-c2ccccc2)sc1CCNC(=O)c1ccco1
  nt | i | nt | 6.4% | nt | 11.9% | 3.8% | nt | -1.1%
> CC(c1nccs1)N(C)C(=O)c1ccc(OC2CCN(CCc3ccccc3)CC2)cc1 (centres undefined)
  i | ? | -4.7 | 0.0% | -6.5% | -24.2% | 0.0% | 1.5% | -18.1%
